From PubChem
TEAD-YAP block: TEAD-YAP interaction inhibition. HEK-TIYL cells, TEAD-Gal4/YAP UAS-luciferase luminescence. inhibition, % at 9.12 µM. hit rate 1.4% among 640,000; in the data active = inhibition above about 32%;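 also: 0% = median of test compound wells and 100% = reference inhibitor wells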
MITF inh: blocks human microphthalmia-associated transcription factor; AlphaScreen MITF homodimerization, bead proximity signal; inhibition, % at 2.6 µM; hit rate 0.91% among 650,000; AID 1259374; in the data active = inhibition above about 50%;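 also: 0% = vehicle wells with protein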
GPR151 activ: human GPR151 activation; PathHunter beta-arrestin GPR151 cells, luminescence; Q8TDV0; activation, % at 11.2 µM; AID 1508602; hit rate 1% among 650,000; in the data active = activation above about 4.9%;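 also: 0% = median of compound wells and 100% = cells with positive control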
FBW7 act: activators of human E3 ligase FBW7; AlphaScreen FBW7–phospho-cyclin E peptide binding, activator screen; normalized activity (activation), % at 26.1 µM; hit rate 0.13% among 650,000; in the data active = normalized activity above about 1.9%;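 also: purified mutant Fbw7 with reduced substrate affinity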
Target sequence (Q969H0 whole entry, looked up): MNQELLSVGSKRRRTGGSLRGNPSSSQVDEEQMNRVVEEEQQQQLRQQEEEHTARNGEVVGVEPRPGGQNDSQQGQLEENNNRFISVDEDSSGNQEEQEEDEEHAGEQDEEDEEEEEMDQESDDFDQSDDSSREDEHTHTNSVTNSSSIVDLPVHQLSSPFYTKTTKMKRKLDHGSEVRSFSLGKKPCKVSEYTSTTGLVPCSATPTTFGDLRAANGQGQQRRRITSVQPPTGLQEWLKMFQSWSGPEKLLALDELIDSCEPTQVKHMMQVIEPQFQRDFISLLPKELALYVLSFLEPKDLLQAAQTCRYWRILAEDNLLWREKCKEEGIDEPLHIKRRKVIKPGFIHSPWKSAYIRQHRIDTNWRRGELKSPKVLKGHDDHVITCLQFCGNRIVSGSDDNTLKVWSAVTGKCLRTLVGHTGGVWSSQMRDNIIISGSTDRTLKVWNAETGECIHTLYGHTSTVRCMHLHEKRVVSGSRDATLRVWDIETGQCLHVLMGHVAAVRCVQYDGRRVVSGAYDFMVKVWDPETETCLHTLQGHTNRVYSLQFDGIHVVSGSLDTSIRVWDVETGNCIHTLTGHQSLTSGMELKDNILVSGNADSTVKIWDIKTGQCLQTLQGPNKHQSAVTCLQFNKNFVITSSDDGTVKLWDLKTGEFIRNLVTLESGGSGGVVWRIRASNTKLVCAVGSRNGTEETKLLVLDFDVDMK
The depositor's hits bear a star.

The opening two entries, ahead of the listing:
Screening COc1cc(C=C2C(=O)NC(=O)NC2=O)cc(I)c1OCC(=O)O returned TEAD-YAP block 15, MITF inh 9, GPR151 activ 0.1 and FBW7 act -0.1.
Screening O=C(c1cnc2c(c1)c(=O)nc1ccccn12)c1ccccc1O returned TEAD-YAP block 0, MITF inh 6, GPR151 activ -0.8 and FBW7 act -0.1.

All compounds of this part, from the first entry:
Screening COc1cc(C=C2C(=O)NC(=O)NC2=O)cc(I)c1OCC(=O)O returned TEAD-YAP block 15, MITF inh 9, GPR151 activ 0.1 and FBW7 act -0.1.
Screening O=C(c1cnc2c(c1)c(=O)nc1ccccn12)c1ccccc1O returned TEAD-YAP block 0, MITF inh 6, GPR151 activ -0.8 and FBW7 act -0.1.
Screening COc1ccc(S(=O)(=O)N(CC(=O)N2CCCCCC2)c2ccc(F)cc2)cc1 returned TEAD-YAP block 4, MITF inh 10, GPR151 activ -1.6 and FBW7 act -0.2.
`COC(=O)c1c(NC(=O)COc2ccc(Br)cc2Br)sc2c1C(C(=O)OC)CC2` (centres undefined) gave TEAD-YAP block -1, MITF inh 21, GPR151 activ -1.4 and FBW7 act 0.1.
O=C(Nc1c(-c2cccs2)nc2ccc(Cl)cn12)c1ccccc1 was read as TEAD-YAP block -8, MITF inh 3, GPR151 activ -0.3 and FBW7 act 0.0.
For CCC(=O)N(CCC(c1ccccc1)c1ccc2c(c1)OCO2)Cc1ccc(OC)cc1 (centres undefined) the results were TEAD-YAP block 6, MITF inh 6, GPR151 activ -0.7 and FBW7 act 0.1.
`COc1cc(NS(=O)(=O)c2ccc3c(c2)SC(C)CN3C(C)=O)cc(OC)c1` (centres undefined) gave TEAD-YAP block 15, MITF inh -7, GPR151 activ 0.6 and FBW7 act 0.0.
`O=C(COC(=O)C1CCN(S(=O)(=O)c2cccs2)CC1)c1ccc(Cl)cc1` gave TEAD-YAP block -5, MITF inh -4, GPR151 activ 0.2 and FBW7 act -0.1.
For CCOc1ccc(CN2CCNC(=O)C2CC(=O)NC2CCOCC2)cc1 (centres undefined) the results were TEAD-YAP block 4, MITF inh -3, GPR151 activ 4.8 and FBW7 act 0.1.
For CCCNc1ncnc2c1cnn2-c1ccccc1 the results were TEAD-YAP block 8, MITF inh 13, GPR151 activ -2.6 and FBW7 act 0.2.
Cc1ccc(-c2nc(C=Nc3ccc(I)cc3)c(O)o2)cc1 was read as TEAD-YAP block -3, MITF inh -1, GPR151 activ 0.0 and FBW7 act 0.0.
Screening CCOC(=O)c1ccc(-n2nnc(/C=C/C=C/N3CCOCC3)n2)cc1 returned TEAD-YAP block 3, MITF inh -7, GPR151 activ 0.2 and FBW7 act 0.1.
`COc1ccc(C2C(C(=O)Nc3cc(C)c(Cl)cc3OC)c3ccccc3C(=O)N2Cc2ccc(F)cc2)cc1` (centres undefined) gave TEAD-YAP block 0, MITF inh 8, GPR151 activ 0.1 and FBW7 act 0.0.
`O=C(CN1CCC(c2ccccc2F)CC1)N1CCCCC1` gave TEAD-YAP block -2, MITF inh 3, GPR151 activ -0.6 and FBW7 act 0.0.
`CCC1CCCCN1S(=O)(=O)c1cc(C(=O)O)c(Cl)cc1Cl` (centres undefined) gave TEAD-YAP block -10, MITF inh -5, GPR151 activ -0.8 and FBW7 act -0.2.
Cc1ccc2occ(/C=C/C(=O)c3ccc(F)cc3)c(=O)c2c1 was read as TEAD-YAP block -7, MITF inh 1, GPR151 activ -1.1 and FBW7 act 0.0.
For c1ccc(-n2ncc3c(N4CCOCC4)nnnc32)cc1 the results were TEAD-YAP block -4, MITF inh -4, GPR151 activ 0.2 and FBW7 act 0.0.
For COCCOCCCN1CCC2(CC1)NC(=O)Cc1cc(C)ccc12 the results were TEAD-YAP block -1, MITF inh 16, GPR151 activ -0.1 and FBW7 act -0.4.
`O=C1C2C3C=CC(C3)C2C(=O)N1c1ncccc1O` (centres undefined) gave TEAD-YAP block -8, MITF inh -1, GPR151 activ 0.9 and FBW7 act -0.1.
For Cc1nn(C)c(C)c1-c1cccc(C(=O)NC2CC2)c1 the results were TEAD-YAP block -2, MITF inh -14, GPR151 activ 0.6 and FBW7 act 0.1.
Screening CC1CCC(NC(=O)C2CCN(S(=O)(=O)c3ccc4c(c3)OCC(=O)N4)CC2)CC1 (centres undefined) returned TEAD-YAP block 6, MITF inh 4, GPR151 activ 3.0 and FBW7 act 1.5.
`COc1ccc(CNc2oc(COc3ccc(Cl)cc3)nc2C#N)cc1` gave TEAD-YAP block -2, MITF inh 9, GPR151 activ 0.1 and FBW7 act 0.1.
Screening CCCNC(=O)CN(C)S(=O)(=O)c1ccc(Cl)s1 returned TEAD-YAP block 4, MITF inh -16, GPR151 activ -0.1 and FBW7 act 0.0.
Screening COC(=O)c1nnn(-c2nonc2N)c1CN1CCCCC1 returned TEAD-YAP block 4, MITF inh 12, GPR151 activ -0.1 and FBW7 act 0.1.
`CCOc1ccc(-c2ncnn2-c2ccc([N+](=O)[O-])cc2)cc1` gave TEAD-YAP block 3, MITF inh -10, GPR151 activ 0.1 and FBW7 act -0.3.
Screening O=C(c1ccc2c(=O)n(Cc3ccco3)c(=S)[nH]c2c1)N1CCN(Cc2ccccc2)CC1 returned TEAD-YAP block 4, MITF inh 5, GPR151 activ 1.3 and FBW7 act -0.1.
`Cc1nc(N2CCOCC2)nc(N2CCCCC2)c1[N+](=O)[O-]` gave TEAD-YAP block 2, MITF inh 11, GPR151 activ -0.8 and FBW7 act -0.2.
For COc1ccc(NC(=O)C(=O)NC2CC2)c(OC)c1 the results were TEAD-YAP block -40, MITF inh -1, GPR151 activ 0.4 and FBW7 act 0.6.
CNC(=S)Nc1cc(OC)ccc1OC was read as TEAD-YAP block -8, MITF inh 9, GPR151 activ 0.8 and FBW7 act 0.0.
For C/C(=N\NC(=S)NC(C)C)c1ccc(Cl)c([N+](=O)[O-])c1 the results were TEAD-YAP block 8, MITF inh 5, GPR151 activ 1.2 and FBW7 act -0.3.
O=C(Nc1cccc(O)c1)c1cc2cc([N+](=O)[O-])ccc2oc1=O was read as TEAD-YAP block 9, MITF inh 6, GPR151 activ 1.1 and FBW7 act 0.0.
For CC(=O)N1CCSc2cc(S(=O)(=O)Nc3cc(F)ccc3F)ccc21 the results were TEAD-YAP block -3, MITF inh -9, GPR151 activ 0.3 and FBW7 act -0.1.
CC(=O)c1ccc(NC(=O)CCS(=O)(=O)c2ccccc2)cc1 was read as TEAD-YAP block -4, MITF inh 4, GPR151 activ -0.1 and FBW7 act 0.2.
O=C(COC(=O)Cc1ccsc1)NCC12CC3CC(CC(C3)C1)C2 was read as TEAD-YAP block -6, MITF inh 14, GPR151 activ -0.7 and FBW7 act 0.1.
For CCn1c(N2CCC(C(=O)NCCCCO)CC2)nc2ccccc21 the results were TEAD-YAP block -4, MITF inh 4, GPR151 activ -0.3 and FBW7 act -0.1.
N#Cc1c(NCCCO)nc(-c2ccco2)c2c1CCCC2 was read as TEAD-YAP block -4, MITF inh -3, GPR151 activ 0.2 and FBW7 act 0.0.
CCCC(=O)Nc1ccc(Cl)c(NC(=O)COc2ccccc2C)c1 was read as TEAD-YAP block 0, MITF inh -12, GPR151 activ 0.7 and FBW7 act 0.0.
`CCOC(=O)c1ccc(-n2c(=S)sc3c2nc(SCC(=O)N2CCCC2)n2c4ccccc4nc32)cc1` gave TEAD-YAP block -2, MITF inh -3, GPR151 activ -0.4 and FBW7 act -0.1.
Screening CCOC(=O)c1ccc(NC(=O)c2cn(-c3ccccc3)nc2-c2ccc(C)cc2)cc1 returned TEAD-YAP block -6, MITF inh -8, GPR151 activ -1.7 and FBW7 act -0.2.
For CCCc1cc(=O)[nH]c(SCC(=O)Nc2ccccc2C(F)(F)F)n1 the results were TEAD-YAP block -5, MITF inh -2, GPR151 activ 1.5 and FBW7 act 0.0.

Retrieved by structure from the list above, 6 records:
Screening CC1CCC(NC(=O)C2CCN(S(=O)(=O)c3ccc4c(c3)OCC(=O)N4)CC2)CC1 (centres undefined) returned TEAD-YAP block 6, MITF inh 4, GPR151 activ 3.0 and FBW7 act 1.5.
Screening CCCNC(=O)CN(C)S(=O)(=O)c1ccc(Cl)s1 returned TEAD-YAP block 4, MITF inh -16, GPR151 activ -0.1 and FBW7 act 0.0.
Screening CCOC(=O)c1ccc(NC(=O)c2cn(-c3ccccc3)nc2-c2ccc(C)cc2)cc1 returned TEAD-YAP block -6, MITF inh -8, GPR151 activ -1.7 and FBW7 act -0.2.
Screening COC(=O)c1nnn(-c2nonc2N)c1CN1CCCCC1 returned TEAD-YAP block 4, MITF inh 12, GPR151 activ -0.1 and FBW7 act 0.1.
`CCOc1ccc(-c2ncnn2-c2ccc([N+](=O)[O-])cc2)cc1` gave TEAD-YAP block 3, MITF inh -10, GPR151 activ 0.1 and FBW7 act -0.3.
CCCC(=O)Nc1ccc(Cl)c(NC(=O)COc2ccccc2C)c1 was read as TEAD-YAP block 0, MITF inh -12, GPR151 activ 0.7 and FBW7 act 0.0.

(continued)
COc1ccc(-c2cc(N)n(S(=O)(=O)c3ccc(F)c(C)c3)n2)cc1 was read as TEAD-YAP block -12, MITF inh -6, GPR151 activ 0.3 and FBW7 act 0.2.
Cc1noc(C(=O)NCc2ccco2)c1Cl was read as TEAD-YAP block -10, MITF inh -10, GPR151 activ 0.0 and FBW7 act 0.2.
NS(=O)(=O)c1ccc(NC(=S)NC(=O)c2cc(Br)ccc2Cl)cc1 was read as TEAD-YAP block 3, MITF inh 20, GPR151 activ 2.8 and FBW7 act 0.2.
`CCCCN(Cc1ccccc1)C(=O)Cn1c(=O)oc2ccccc21` gave TEAD-YAP block 6, MITF inh 14, GPR151 activ 0.5 and FBW7 act 0.7.
For CN(Cc1ccccc1F)c1ncnc2sccc12 the results were TEAD-YAP block 1, MITF inh 1, GPR151 activ 3.6 and FBW7 act 0.0.
`Cc1ccc(NC(=O)C2C3C=CC4(O3)C2C(=O)N(C(C)CCc2ccccc2)C4C(=O)NC2CCCCC2)cc1` (centres undefined) gave TEAD-YAP block 0, MITF inh 4, GPR151 activ 0.7 and FBW7 act 0.1.
`CC(C)(C)c1ccc(OC(=O)c2ccc(C(C)(C)C)cc2)cc1` gave TEAD-YAP block -7, MITF inh 4, GPR151 activ -0.3 and FBW7 act -0.1.
Cc1cc(Nc2cccc(Cl)c2C)c2ccccc2n1 was read as TEAD-YAP block 15, MITF inh 14, GPR151 activ -0.3 and FBW7 act 0.5.
`Cc1ccc(-c2nc(CS(=O)CC(=O)NCc3ccccc3Cl)c(C)o2)cc1` (centres undefined) gave TEAD-YAP block -5, MITF inh 5, GPR151 activ -1.3 and FBW7 act 1.1.
For CC(=O)NC(Nc1ccccc1C)C(=O)c1ccccc1 (centres undefined) the results were TEAD-YAP block -6, MITF inh 1, GPR151 activ -0.8 and FBW7 act 0.7.
`c1ccc(-c2nc(SCc3nc4ccccc4[nH]3)[nH]c2-c2ccccc2)cc1` gave TEAD-YAP block 2, MITF inh 5, GPR151 activ 0.2 and FBW7 act -0.1.
For N#Cc1ccccc1S(=O)(=O)N1CCN(C(=O)/C=C/c2ccc3c(c2)OCO3)CC1 the results were TEAD-YAP block 3, MITF inh 11, GPR151 activ 0.7 and FBW7 act -0.1.
Screening COc1ccc(-c2cccc(C(=O)NCc3nc4ccccc4[nH]3)c2)cn1 returned TEAD-YAP block -3, MITF inh 15, GPR151 activ -2.0 and FBW7 act 0.1.
COc1ccc(OC)c(NC(=O)c2ccc(C)cc2)c1 was read as TEAD-YAP block -9, MITF inh -2, GPR151 activ -0.4 and FBW7 act -0.1.
Screening CCOC(=O)C1CCN(C(=O)Cn2ncc3ccccc32)CC1 returned TEAD-YAP block -3, MITF inh 8, GPR151 activ -0.9 and FBW7 act 0.2.
`O=C(NNP1(=O)C=C(c2ccccc2)OC(c2ccccc2)=C1)NC1CCCCC1` gave TEAD-YAP block -1, MITF inh -18, GPR151 activ -0.7 and FBW7 act 0.1.
N#Cc1cccc(OCc2ccccc2F)c1 was read as TEAD-YAP block -5, MITF inh -8, GPR151 activ -0.8 and FBW7 act 0.2.
COC(=O)c1c(C)oc2c1cc(NS(=O)(=O)c1ccc(Cl)cc1)c1ccccc12 was read as TEAD-YAP block 11, MITF inh 6, GPR151 activ -0.3 and FBW7 act -0.1.
`CCCc1cc(=O)[nH]c2nnc(SCC(=O)NCCc3ccccc3)n12` gave TEAD-YAP block -3, MITF inh -4, GPR151 activ -1.6 and FBW7 act 0.0.
COc1ccccc1NC(=O)CCC(=O)N1CC(C)Oc2ccc(C)cc21 (centres undefined) was read as TEAD-YAP block -2, MITF inh 14, GPR151 activ -0.8 and FBW7 act 0.9.
COCCCNC(=O)c1c(NC(=O)c2ccco2)sc2c1CCCC2 was read as TEAD-YAP block 19, MITF inh 6, GPR151 activ -1.9 and FBW7 act 0.8.
Screening CC(=O)Nc1ccc(N2C(=O)c3ccc(Oc4ccc(NC(=O)CSc5ccc(C)cc5)cc4)cc3C2=O)cc1 returned TEAD-YAP block -2, MITF inh -11, GPR151 activ -0.5 and FBW7 act -0.1.
For CN(C)c1ccc(/C=C2/SC(=Nc3ccccc3Cl)NC2=O)cc1 the results were TEAD-YAP block 45*, MITF inh 6, GPR151 activ -1.3 and FBW7 act 0.0.
COc1ccccc1CC(=O)N1CC[C@@H]2[C@H](CCCN2C(=O)c2ccco2)C1 was read as TEAD-YAP block -15, MITF inh -1, GPR151 activ -1.0 and FBW7 act 0.1.
